# RXFP1 ag: qHTS Assay for Agonists of the Relaxin Receptor RXFP1. AID 2676, 2010. Potency, µM (doses to about 57.5 µM), for the others: at the top dose activation, actives largely listed as activators. HEK293T-RXFP1 cAMP TR-FRET, 30 min; response scale: percent of porcine relaxin response, buffer zero. hit rate 0.3% among 370,000; further: potency means the concentration at half of the fitted maximal effect; on the % scale 0 is the no-effect control and ±100 the full control effect; nearly all actives have a fitted effect of over 60% in size; many of its hits are not listed in these tables
# Target sequence (Q9HBX9 whole entry, looked up): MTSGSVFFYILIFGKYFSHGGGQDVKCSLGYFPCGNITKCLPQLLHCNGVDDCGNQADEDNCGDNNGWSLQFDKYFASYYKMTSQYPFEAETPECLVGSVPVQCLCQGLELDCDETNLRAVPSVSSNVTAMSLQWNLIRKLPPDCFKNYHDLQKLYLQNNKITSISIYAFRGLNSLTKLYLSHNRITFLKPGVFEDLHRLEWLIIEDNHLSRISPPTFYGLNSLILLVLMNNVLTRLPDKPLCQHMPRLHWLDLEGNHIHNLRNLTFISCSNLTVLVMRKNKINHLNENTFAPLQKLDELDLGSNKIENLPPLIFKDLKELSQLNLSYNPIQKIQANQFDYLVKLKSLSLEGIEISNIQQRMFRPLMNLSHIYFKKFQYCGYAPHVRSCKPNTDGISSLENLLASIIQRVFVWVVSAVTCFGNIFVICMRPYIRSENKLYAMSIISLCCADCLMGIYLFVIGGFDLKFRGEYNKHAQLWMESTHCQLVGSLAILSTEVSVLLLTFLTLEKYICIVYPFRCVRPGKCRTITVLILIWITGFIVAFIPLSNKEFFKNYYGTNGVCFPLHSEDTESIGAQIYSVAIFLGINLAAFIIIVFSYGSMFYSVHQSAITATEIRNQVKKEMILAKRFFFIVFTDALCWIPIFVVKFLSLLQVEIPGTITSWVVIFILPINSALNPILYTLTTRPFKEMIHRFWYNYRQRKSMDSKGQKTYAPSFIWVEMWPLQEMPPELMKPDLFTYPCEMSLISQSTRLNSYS
#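 HEK293 cells stably expressing RXFP1, treated 30 min at 37C with compounds plus PDE4 inhibitor Ro 20174; cAMP measured by HTRF TR-FRET. Normalized to buffer and 29 nM porcine relaxin; EC50 by Hill fit.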
# TrxR1 substrate: qHTS Assay for Substrates of Mammalian Selenoprotein Thioredoxin Reductase 1 (TrxR1): qHTS. AID 588456, 2011. Potency, µM (highest dose often 114 µM), for inactives: at the top dose activity change, negative = substrate turnover. hit rate 0.01% among 390,000. purified TrxR1 substrate turnover, NADPH consumption readout. Thioredoxin reductase 1, cytoplasmic (Rattus norvegicus), O89049; further: potency means the concentration at half of the fitted maximal effect; on the % scale 0 is the no-effect control and ±100 the full control effect; nearly all actives have a fitted effect of over 50% in size
#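 Rat TrxR1, dispensed at 90 nM, was prereduced with 400 uM NADPH (final) for 5 min at ~22 deg C, then incubated with compound 15 min before 400 uM selenite. A first-read NADPH fluorescence drop versus no-compound background flagged substrates.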
# PI4K2A inh: qHTS for small molecular inhibitors of PI4K2A | activity change, negative = inhibition, % at 76.9 µM | Phosphatidylinositol 4-kinase type 2-alpha (Homo sapiens), Q9BTU6 | hit rate 0.13% among 420,000 | purified PI4K2A, ADP-Glo luminescence, 1 h; active compounds read low; in the data active means activity change below about -50%; inconclusive means mostly about -30% to -49%;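 further: -100% = wells without enzyme as full effect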
#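 Compounds are screened against recombinant PI4K2A using PI as substrate and ATP, the latter dispensed at 300 microM. Reactions run one hour at ambient temperature before ADP-Glo detection; full inhibition defined by wells lacking enzyme.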
# Vif-A3G inh: qHTS for Inhibitors of Vif-A3G Interactions: qHTS | DNA dC->dU-editing enzyme APOBEC-3G (Homo sapiens), Q9HC16 | HeLa A3G-eYFP + Vif (tagged APOBEC3G with the HIV-1 protein that degrades it), YFP fluorescence, overnight | Potency, µM (titrated, usually from 46.1 µM), inactives show at the top dose activity, negative = active, hits mostly inhibitors | hit rate 0.076% among 410,000;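 further: potency means the concentration at half of the fitted maximal effect; on the % scale 0 is the no-effect control and ±100 the full control effect; nearly all actives have a fitted effect of over 60% in size; hits raise eYFP signal because A3G escapes Vif-driven loss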
# Target sequence (Q9HC16 whole entry, looked up): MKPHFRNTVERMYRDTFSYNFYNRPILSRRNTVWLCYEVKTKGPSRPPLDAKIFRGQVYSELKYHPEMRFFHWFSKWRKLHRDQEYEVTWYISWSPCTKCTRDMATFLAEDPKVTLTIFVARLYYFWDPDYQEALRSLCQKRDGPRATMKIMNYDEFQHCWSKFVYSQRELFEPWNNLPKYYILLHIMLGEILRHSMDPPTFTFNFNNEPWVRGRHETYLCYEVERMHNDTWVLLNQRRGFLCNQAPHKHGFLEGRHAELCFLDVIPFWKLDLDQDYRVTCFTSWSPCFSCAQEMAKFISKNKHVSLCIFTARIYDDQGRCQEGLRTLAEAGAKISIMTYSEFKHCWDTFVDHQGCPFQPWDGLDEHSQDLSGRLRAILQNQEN
#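 Read-out is eYFP fluorescence (Ex 488/Em 500-530) from Vif-expressing HeLa A3G-eYFP cells; more signal means A3G escaped Vif-mediated degradation. Cells plated overnight, compound pinned in, incubated overnight at 37 deg C.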
# Vif-A3F inh: qHTS for Inhibitors of Vif-A3F Interactions: qHTS. HeLa A3F-eYFP + Vif (tagged APOBEC3F with the HIV-1 protein that degrades it), YFP fluorescence increase. Potency, µM (highest dose often 46.1 µM), for inactives: at the highest dose activity, negative = active. hit rate 0.2% among 390,000. AID 602313, 2012; further: potency means the concentration at half of the fitted maximal effect; % of control where 0% means no effect; nearly all actives have a fitted effect of over 65% in size
#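 Fluorescence increase (Ex 488/Em 500-530) after overnight compound treatment at 37 deg C flags inhibition of Vif-driven A3F-eYFP loss in stable HeLa A3F-eYFP/Vif cells seeded overnight beforehand.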
# IDH1 R132H inh: qHTS for Inhibitors of mutant isocitrate dehydrogenase 1 (IDH1): qHTS; Isocitrate dehydrogenase [NADP] cytoplasmic (Homo sapiens), O75874; Potency, µM (titrated, usually from 76.6 µM), without a hit: at the highest dose activity change, negative = inhibition, usual class: inhibitors; IDH1-R132H enzyme, NADPH consumption, diaphorase/resazurin fluorescence; hit rate 0.093% among 390,000; further: potency means the concentration at half of the fitted maximal effect; on the % scale 0 is the no-effect control and ±100 the full control effect; nearly all actives have a fitted effect of over 65% in size
#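 IDH1-R132H (0.5 ug/mL) preincubated 30 min with compound, then NADPH (0.016 mM) and alpha-KG (2 mM) added; 80 min at RT, pH 7.5. Remaining NADPH coupled via diaphorase/resazurin to fluorescence (540/590 nm); concentration-response curves normalized to no-enzyme control.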
# LDHA inh: qHTS assay for inhibitors of human lactate dehydrogenase; L-lactate dehydrogenase A chain (Homo sapiens), P00338; purified LDHA, NADH/diaphorase-resazurin fluorescence; active compounds read low; activity change, % (values are at about 110 or 230 µM); hit rate 0.15% among 480,000; in the data active means activity change below about -30%; inconclusive means mostly about -25% to -30%;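 further: plate controls were DMSO wells for no effect and wells without enzyme for full effect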
#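 Enzyme activity of human lactate dehydrogenase 5 (2 nM; 0.06 mM NADH, 0.2 mM pyruvate, 5 min, RT) is measured via a resazurin/diaphorase fluorescence readout of residual NADH.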
# Glioma ERSR ind: qHTS for Inducers of the Endoplasmic Reticulum Stress Response (ERSR) in Human Glioma: qHTS. U87-MG GRP78 promoter luciferase reporter, 16 h. hit rate 0.02% among 420,000. Potency, µM, without a hit: at the top dose activation, hits mostly activators. AID 602332, 2012; further: potency means the concentration at half of the fitted maximal effect; series mostly up to about 76 µM; % of control where 0% means no effect; nearly all actives have a fitted effect of over 35% in size
#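 Stably transfected U87-MG human glioma cells carrying a GRP78-based luminescent sensor were seeded at 1000 cells/well, pin-dosed with compounds and incubated 16 h. Luciferase reagent was then added, and end-point luminescence was read after 10 min at room temperature.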
# USP1 inh: Inhibitors of USP1/UAF1: Primary Screen | hit rate 0.23% among 390,000 | AID 743255, 2014 | Potency, µM (doses to about 57.1 µM), for the others: top-dose activity change, negative = inhibition, hits mostly inhibitors | recombinant USP1/UAF1, Ub-Rhodamine cleavage fluorescence | Ubiquitin carboxyl-terminal hydrolase 1 (Homo sapiens), O94782; further: potency means the concentration at half of the fitted maximal effect; on the % scale 0 is the no-effect control and ±100 the full control effect; nearly all actives have a fitted effect of over 60% in size; inactives centre near -12
#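 High-throughput fluorogenic screen: 1nM USP1/UAF1 complex, Ub-Rho substrate 150nM final, 50mM HEPES pH 7.8 with 0.5mM EDTA, 0.1 mg/ml BSA, 1mM TCEP and 0.01% Tween-20.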
# Numbers without * were called inactive; ? = inconclusive; . = not tested or not shown; & = joins results of further samples; [ ] = remark or other dose. Unless noted, the call rests on the fitted dose curve; in most records, active means well fitted curve in the direction sought with a large enough effect; inconclusive means small, poorly fitted or top-dose-only effect, or another doubt; inactive means no such curve, though single readings can be large; an effect the other way counts as inactive or inconclusive. Not all compounds are listed. The share of hits here may be higher or lower than overall.
# Preview, two compounds:
SMILES,RXFP1 ag,TrxR1 substrate,PI4K2A inh,Vif-A3G inh,Vif-A3F inh,IDH1 R132H inh,LDHA inh,Glioma ERSR ind,USP1 inh
O=C(NC1CCCCC1)C(c1ccncc1)N(Cc1ccc2c(c1)OCO2)C(=O)c1cnsn1 (stereo not drawn),0.9%,-4%[57.1 µM],-2,-9%,-2%,9%,22,4%,-15%
O=C(c1cc2cc(C(F)(F)F)ccc2s1)N1CCOCC1,1.0%,10%[57.1 µM],9,3%,-8%,-1%,-3,-3%,-7%

# All compounds of this part, from the first entry:
SMILES,RXFP1 ag,TrxR1 substrate,PI4K2A inh,Vif-A3G inh,Vif-A3F inh,IDH1 R132H inh,LDHA inh,Glioma ERSR ind,USP1 inh
O=C(NC1CCCCC1)C(c1ccncc1)N(Cc1ccc2c(c1)OCO2)C(=O)c1cnsn1 (stereo not drawn),0.9%,-4%[57.1 µM],-2,-9%,-2%,9%,22,4%,-15%
O=C(c1cc2cc(C(F)(F)F)ccc2s1)N1CCOCC1,1.0%,10%[57.1 µM],9,3%,-8%,-1%,-3,-3%,-7%
COc1ccc(NC(=O)Cc2coc3ccc4ccccc4c23)cc1S(=O)(=O)N1CCOCC1,1.3%,5%,3,-6%,-4%,2%,-4,-2%,-12%
COc1ccc2c(c1)c1c(c(=O)n(-c3cccc(C)c3)c(=O)n1CC(=O)N1CCCC1)n2C,11%,467%[activator],0,4%,-12%,-9%,-3,3%,-14%
COc1ccc(CSCC(=O)Nc2ccccc2SC)cc1,-1.2%,1%,3,?,-11%,1%,-1,-1%,-13%
O=C(NCCc1ccccc1)C(c1ccc(F)cc1)N(C(=O)c1csnn1)C1CC1 (stereo not drawn),1.0%,-3%,-1,1%,0%,-11%,1,-4%,?
O=C(CCSc1ccccc1Cl)Nc1cccc([N+](=O)[O-])c1,2.7%,-2%[57.1 µM],3,2%,-1%,3%,-7,-1%,-26%
CN(Cc1nc2ccccc2c(=O)[nH]1)C(=O)c1cccc(NC(=O)c2cccs2)c1,.,-6%,7,0%,4%,-5%,-9,0%,2%
O=C(Nc1cc2c(cc1[N+](=O)[O-])OCCO2)c1cccnc1,.,-11%,-4,-2%,6%,3%,-13,3%,-3%
Cc1cccc(C)c1NC(=S)N1CCC(c2ccccc2)C1 (stereo not drawn),0.0%,0%,5,1%,-10%,-2%,-4,-2%,-1%
O=C(Nc1ccccc1)N(CCCN1CCOCC1)Cc1cc2cc3c(cc2[nH]c1=O)OCCO3,-0.4%,22%,-10,-5%,-1%,0%,-1,-1%,8%
CCc1nc2ccccc2c(C(=O)OCC(=O)N(CCOC)c2c(N)n(Cc3ccccc3)c(=O)[nH]c2=O)c1C,2.6%,-17%,-7,-9%,-6%,3%,-2,-2%,-17%
Cc1cc(-c2nc3ncccc3o2)ccc1NC(=O)COc1ccccc1C,?,7%[57.1 µM],2,2%,5%,-9%,2,-2%,-18%
CC(=O)c1cccc(OCc2cc(C(=O)NC(C)Cc3cccnc3)no2)c1 (stereo not drawn),1.5%,0%,0,1%,5%,1%,-2,0%,-4%
O=C(C1c2ccccc2C(=O)N2CCc3ccccc3C12)N1CCN(Cc2ccccc2)CC1 (stereo not drawn),2.3%,-4%,-2,1%,1%,-7%,-6,1%,-4%
COc1cccc(OCc2nnc(SC)n2C)c1,3.1%,6%,3,-9%,9%,1%,1,4%,-18%
CCS(=O)(=O)N1Cc2ccccc2CC1C(=O)Nc1nc2ccc(C)cc2s1 (stereo not drawn),-1.3%,3%,3,?,0%,2%,-19,2%,-4%
Cc1ccc(NC(=O)NCCN2CCCCC2)cc1,1.0%,5%,-3,0%,-1%,4%,1,-2%,-15%
COc1ccc(Nc2nnc(SCc3cc(=O)n4ccsc4n3)s2)cc1,5.4%,2%,0,-6%,-4%,22%,4,3%,-18%
CCCCCC(=O)Nc1ccc(C(=O)N/N=C/c2ccc([N+](=O)[O-])cc2)cc1,0.6%,15%[57.1 µM],4,-10%,6%,-2%,-4,-4%,-17%
CC(/C=C/c1ccco1)=N/NC(=O)CNc1ccccc1C,1.9%,0%[57.1 µM],-5,0%,-6%,-3%,-10,-1%,-7%
Cc1cc(C)c(Cn2c(=O)n(CCCC(=O)NCc3ccco3)c(=O)c3sccc32)c(C)c1,12%,16%[57.1 µM],4,1%,-6%,12%,0,-1%,-19%
NNC(=S)Nc1ccc(OC(F)(F)F)cc1,1.2%,-3%,-4,-4%,18%,7%,-4,-9%,-15%
CCc1ccc(-n2cc(-c3ccc(F)cc3)[n+]3c2SCCC3)cc1,1.7%,3%[57.1 µM],-8,5%,?,-4%,-10,-4%,-10%
O=C(Nc1ccon1)c1nc[nH]c1C(=O)NCc1ccccc1,0.3%,0%,-5,-13%,-8%,2%,-1,-5%,-18%
# The list continues.
SMILES,RXFP1 ag,TrxR1 substrate,PI4K2A inh,Vif-A3G inh,Vif-A3F inh,IDH1 R132H inh,LDHA inh,Glioma ERSR ind,USP1 inh
Cc1ccc(C(CNS(=O)(=O)c2ccc(Br)cc2)N2CCN(C)CC2)cc1 (stereo not drawn),1.5%,9%,-1,3%,6%,-2%,-6,-4%,-18%
COC(=O)c1ccc(NC(=O)CCNS(=O)(=O)c2cccc3nonc23)cc1,-0.1%,8%,0,2%,0%,3%,-3,-2%,-11%
N#Cc1nc2ccccc2n1OCc1ccccc1,.,.,6,1%,-4%,3%,-6,0%,-3%
CC(C)N(Cc1ccccc1)C(=O)COC(=O)c1cnccn1,0.4%,7%,-3,-2%,?,-5%,-1,-3%,-22%
CC(/C=N/NC(=O)c1ccc2nc(C)[nH]c2c1)=C\c1ccccc1,-1.5%,-7%,0,-2%,-11%,8%,-3,0%,-11%
COc1ccc2[nH]c3c(c2c1)CCN1C(=O)C(CC(=O)NCCC2=CCCCC2)C[C@H](C(=O)N(C(C)C)C(C)C)[C@@]31C (stereo partly drawn),.,-6%,0,-10%,-19%,-16%,4,3%,-14%
COc1ccccc1NC(=O)CS(=O)(=O)c1cccc2nsnc12,-0.7%,-1%[57.1 µM],4,1%,1%,14%,2,-2%,-12%
Cc1cccc(-n2c(Cc3ccccc3)nnc2SCC(=O)N2CCOCC2)c1,-0.8%,-2%,-4,0%,-3%,-5%,-12,-2%,-2%
COc1ccc(S(=O)(=O)Nc2cc(C(C)C)c(O)cc2C)cc1,0.7%,10%[57.1 µM],6,2%,6%,-1%,0,6%,-6%
COc1cc(CN(C2CCCCC2)S(=O)(=O)c2ccc(S(=O)(=O)N(C)C3CCCCC3)cc2)cc(OC)c1OC,0.0%,-4%,-2,0%,0%,-3%,12,-3%,-17%
O=C(c1ccccc1)N1CCC(O)(c2ccc3c(c2)OCO3)CC1,-1.3%,2%,1,1%,.,3%,9,-4%,-16%
CNc1ccc(C=O)cc1Br,.,-8%,.,4%,.,.,-11,-2%,.
CC1CCc2cccc3c2N1c1cc(C#N)c(C#N)cc1O3 (stereo not drawn),1.9%,-6%,0,-8%,-16%,1%,-1,-4%,28µM*
O=C1[C@@H](Oc2ccccc2)[C@@H](c2ccccc2)N1c1ccccc1,.,-5%,4,0%,6%,-2%,-5,-2%,-16%
CCOC(=O)c1c(C)c(C(=O)Nc2ccc(F)cc2)c(C)n1C,1.4%,3%,0,-12%,9%,-10%,-7,0%,-16%
Cc1ccc(C(=O)CCC(=O)N2CCN(C/C=C/c3ccccc3)CC2)cc1,.,.,0,0%,-11%,3%,-3,0%,-25%
CCC(=O)N1CCCC(C)(C(=O)Nc2ccc(C)c(C)c2)C1 (stereo not drawn),.,.,-12,2%,.,.,-7,0%,.
COc1ccccc1N1CCN(/N=C/c2cccc(OC)c2OC)CC1,0.2%,-5%,4,-1%,1%,-4%,-5,2%,-8%
Oc1oc(C=Nc2ccc(F)cc2F)c2ccccc12,2.5%,-1%,-1,-1%,0%,-1%,3,5%,-26%
Cc1cc(Br)c(Cl)cc1NC(=O)CN1C(=O)C2C3CC(c4ccccc4)C(C3)C2C1=O (stereo not drawn),0.4%,-4%,-3,?,0%,-2%,-10,-1%,-22%
O=C(Cc1cn(Cc2cccc(Cl)c2)c2ccccc12)N1CCCCCC1,-0.1%,-14%,1,1%,-25%,11%,-1,-3%,-5%
COc1ccccc1N1CCN(c2ncnc3onc(-c4cccc(Cl)c4)c23)CC1,0.1%,7%,-2,-2%,3%,-4%,1,-3%,-21%
c1ccc(CCNc2ncnc3nc[nH]c23)cc1,1.6%,5%[57.1 µM],-13,-1%&4%,0%,2%,-7&-7,2%&-1%,-26%
CC1(C)COC(Cn2c3ccccc3c3ccccc32)O1 (stereo not drawn),-2.0%,-13%,1,?,-16%,-10%,-16,-6%,-16%
